Screening results deposited in PubChem BioAssay by several laboratories.
Hsp70 activator = switches on Hsp70 transcription. HeLa Hsp70 promoter luciferase reporter, luminescence; scaled: vehicle 0, proteasome-inhibitor control 100%. actives 0.04% (n = 200,000). activation, % at 10 µM;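 active = activation above the mean across all tested compounds plus 3 SD, cutoff set per campaign, cut at about 5.5% in these data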;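 note: 100% = MG132 at 30 µM as the positive control and 0% = DMSO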
HMGR II inh = blocks class II HMG-CoA reductase of Enterococcus faecalis | purified E. faecalis HMGR, NADPH absorbance 340 nm kinetic | inhibition, % at 10 µM | actives 0.41% (n = 190,000) | AID 1066;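 active = inhibition above a set limit, the median over all tested compounds plus 3 SD, cut at about 9.5% in these data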;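 note: enzyme runs in reverse so mevalonate oxidation gives rising NADPH absorbance; 0% = complete reaction with DMSO and 100% = background rate lacking mevalonate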
RAM inhibit = inhibitors of the yeast RAM network; S. cerevisiae dse1pr::URA3 reporter, 5-FOA growth OD615, 2 d; analog-sensitive cbk1-as2 kinase mutant strain; inhibition, % at 50 µM; actives 1.8% (n = 190,000); AID 868;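 active = inhibition above a set limit, 3 SD over mean compound inhibition, cut at about 8.4% in these data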;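 note: 0% = DMSO-only wells with no growth and 100% = 10 µM 1-NA-PP1 full growth; inhibition rescues growth on 5-FOA so higher OD means more RAM inhibition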
TNAP inh hiacc = blocks human TNAP under high phosphate acceptor concentration. purified TNAP, CDP-star luminescence, 1 M DEA. actives 0.03% (n = 200,000). P05186. AID 1135. inhibition, % at 20 µM;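 active = over 50% inhibition of tissue-nonspecific alkaline phosphatase at 20 µM in the single-dose screen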;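 note: plate controls were DMSO wells for no effect and EDTA-quenched wells as full inhibition for full effect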
Target sequence (P05186 whole entry, looked up): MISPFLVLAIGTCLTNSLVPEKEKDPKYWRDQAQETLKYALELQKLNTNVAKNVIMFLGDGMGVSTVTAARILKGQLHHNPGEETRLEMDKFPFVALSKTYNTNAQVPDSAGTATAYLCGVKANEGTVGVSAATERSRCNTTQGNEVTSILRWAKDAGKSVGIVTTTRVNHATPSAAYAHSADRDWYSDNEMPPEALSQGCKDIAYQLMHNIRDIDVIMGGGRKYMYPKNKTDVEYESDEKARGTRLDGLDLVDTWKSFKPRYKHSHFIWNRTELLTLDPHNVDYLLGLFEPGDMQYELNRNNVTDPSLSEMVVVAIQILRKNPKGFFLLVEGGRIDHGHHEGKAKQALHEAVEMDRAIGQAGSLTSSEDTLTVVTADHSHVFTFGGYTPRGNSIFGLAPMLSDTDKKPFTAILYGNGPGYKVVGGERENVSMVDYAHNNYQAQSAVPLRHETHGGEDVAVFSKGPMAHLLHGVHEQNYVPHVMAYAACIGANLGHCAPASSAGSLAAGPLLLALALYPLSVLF
TNAP inh no acc = blocks human TNAP activity with no phosphate acceptor present; AID 1012; actives 0.26% (n = 200,000); inhibition, % at 20 µM; purified TNAP, CDP-star luminescence, 30 min;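 active = tissue-nonspecific alkaline phosphatase inhibition above about 50% at 20 µM in the single-dose screen, limit read from the data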;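 note: 0% = DMSO negative control and 100% = EDTA positive control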
Lmaj promast = Leishmania major promastigote growth inhibition | Leishmania major promastigotes, resazurin fluorescence viability | inhibition, % at 10 µM | actives 9% (n = 200,000) | AID 1063; in the data active = inhibition above about 50%;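 note: promastigotes grown with compound for 44 hours at 28 °C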
PMI act hi M6P = activators of human phosphomannose isomerase at near-saturating mannose 6-phosphate; coupled PMI enzyme assay, resazurin fluorescence, 20 min; active compounds read high; 1 = untreated enzyme, 0 = substrate-free blank; activation factor at 20 µM; actives 0.34% (n = 190,000);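 active = activation factor of 2 or more at 20 µM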
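assay system = human phosphomannose isomerase with PGI, G6PDH, diaphorase coupling enzymes | quantity = 15 ng/mL PMI | incubation = enzyme reaction with compound 20 min at room temperature | medium = HEPES pH 7.4 buffer with MgCl2 and Tween-20 | compound dosing = one concentration, 20 µM, in 1% DMSO | measured by = Diaphorase-driven resazurin-to-resorufin fluorescence, excitation 544, emission 590 nm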
PMI activator = activators of human phosphomannose isomerase; purified human PMI, coupled resazurin fluorescence, 20 min; active compounds read high; 1 = vehicle control, 0 substrate-free wells; activation factor at 20 µM; actives 0.005% (n = 190,000);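 active = activation factor of 2 or more at 20 µM, relative to plate controls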
Redox H2O2 prof = compounds producing H2O2 with reducing agent – biochemical, NIH compound library profiling, artefact control for MLSCN library redox annotation, primary screen | DTT-dependent redox cycling H2O2, phenol red/HRP absorbance; 100% = 100 µM peroxide control, 0% = buffer | activation, % at 10 µM | actives 0.03% (n = 200,000) | AID 878;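 active = activation of at least 50% relative to the plate's high and low controls in the primary single-dose screen; inactive = activation below 50%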;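 note: compound incubated with DTT at 0.8 mM final as the reducing agent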
S1P3 antag = S1P3 (human) receptor antagonism. Q99500. CHO S1P3 NFAT-BLA reporter, FRET fluorescence, antagonist mode. inhibition, % at 4.98 µM. actives 0.27% (n = 170,000);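 active = inhibition above the plate cutoff, the mean inhibition of test wells on that plate plus 3 SD, cut at about 28% in these data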;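 note: cells challenged with S1P at its EC80 of 0.8 µM; blue over green emission ratio from cleaved BLA substrate after 4 h stimulation; 0% = S1P-stimulated wells and 100% = unstimulated DMSO-only wells; some compounds past the cut are filed as inactive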
Target sequence (Q99500 whole entry, looked up): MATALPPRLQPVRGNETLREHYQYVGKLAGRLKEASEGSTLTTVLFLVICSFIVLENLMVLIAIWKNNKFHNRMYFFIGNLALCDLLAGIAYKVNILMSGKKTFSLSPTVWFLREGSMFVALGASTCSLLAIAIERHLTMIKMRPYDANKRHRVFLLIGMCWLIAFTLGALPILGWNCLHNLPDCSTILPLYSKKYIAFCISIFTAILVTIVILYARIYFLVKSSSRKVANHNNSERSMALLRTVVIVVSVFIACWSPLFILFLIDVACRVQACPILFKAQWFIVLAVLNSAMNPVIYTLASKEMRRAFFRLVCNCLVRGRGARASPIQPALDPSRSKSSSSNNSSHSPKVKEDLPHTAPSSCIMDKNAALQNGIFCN
An asterisk follows results filed as active; nt = no result given.

SMILES | Hsp70 activator | HMGR II inh | RAM inhibit | TNAP inh hiacc | TNAP inh no acc | Lmaj promast | PMI act hi M6P | PMI activator | Redox H2O2 prof | S1P3 antag
CC1=NN(c2ccccc2)C(=O)C1N=Nc1ccc(N)cc1 (stereo unspecified) | -0.1 | -1 | -0.2 | 16 | 14 | 10 | 0.9 | 0.8 | -7.4 | nt
O=C(CCc1ccc(S(=O)(=O)NC2CCCCC2)cc1)N(Cc1ccccc1)Cc1ccccc1 | -0.4 | 1 | 11* | -4 | -9 | 21 | 0.9 | 0.8 | 2.5 | nt
O=c1cc2c(nn1Cc1c(Cl)cccc1Cl)-c1ccccc1CC2 | -0.1 | -7 | 8.1 | -8 | -10 | 49 | 1 | 1 | 0.0 | nt
COc1ccc(-c2nnc(SCC(=O)c3cccs3)o2)cc1 | -0.2 | -3 | 1.4 | -4 | 3 | -3 | 1 | 1.1 | -2.8 | nt
COc1c(Cl)cc(C(=O)Nc2ccccc2-c2ccccc2)cc1Cl | -0.4 | 0 | 8.7* | -6 | -8 | 1 | 1 | 1 | 0.6 | nt
CCOC(=O)C(NC(=O)c1ccccc1Cl)(Nc1sc2c(c1C(N)=O)CCC2)C(F)(F)F (stereo unspecified) | 0.0 | -1 | 1.6 | -3 | -10 | 1 | 1.2 | 1 | 0.0 | 12
CO/N=C/C(C#N)=C/c1cc(C(=O)c2ccc(F)cc2)cn1C | -0.3 | 7 | 3.7 | -2 | -8 | -4 | 1 | 1 | -0.2 | -8
O=C(COC(=O)c1cccc([N+](=O)[O-])c1)NCc1cccs1 | -0.3 | -3 | -0.1 | -5 | -9 | -9 | 0.9 | 1 | -2.1 | 4
Cn1c(SCCC#N)nnc1-c1ccc(F)cc1 | 0.0 | 7 | 0.2 | -7 | -17 | -4 | 1 | 1 | -0.4 | 2
CCN(CC(=O)Nc1ccccc1C(=O)Nc1ccccc1)Cc1nc2ccccc2c(=O)[nH]1 | -0.3 | -3 | -0.1 | -9 | -170 | 11 | 1 | 0.9 | 0.3 | -12
CC1(C)CC(=O)C(C2c3ccccc3S(=O)(=O)c3ccccc32)C(=O)C1 | 0.0 | -1 | 0.4 | -7 | -12 | -3 | 1.1 | 1.1 | -0.4 | 12
N#C/C(=C\c1cn(Cc2ccccc2F)c2ccccc12)C(=O)NCc1ccco1 | -0.3 | 0 | 5.4 | 6 | 16 | 39 | 1.1 | 1 | 0.2 | -2
O=C(CSc1nc2c(sc3ccccc32)c(=O)n1CCCN1CCOCC1)NC1CCCC1 | 0.1 | 1 | -0.5 | -6 | -18 | 3 | 0.9 | 0.9 | -6.2 | nt
CCn1ccc(C(=O)Nc2ccc(Cl)cn2)n1 | -0.1 | -1 | 1.5 | -7 | -11 | -4 | 1 | 1 | -2.2 | -17
C/C(CC(=O)Nc1cccc2c1CCCC2)=N\NC(=O)COc1ccccc1 | -0.2 | -4 | 0.1 | 4 | -20 | -3 | 0.9 | 0.8 | -0.1 | 3
Cc1ccc2c(c1)-c1ccccc1S(=O)(=O)N2 | -0.4 | nt | nt | -4 | -10 | -4 | 1 | 0.9 | 1.6 | 3
CN1CCN(C(=O)C2=C[C@H](C3CCCCC3)C[C@H](OCc3ccc(CO)cc3)O2)CC1 | -0.2 | -1 | 0.1 | -4 | -2 | 1 | 0.9 | 0.9 | -1.5 | -16
Cc1cc(CCN2CCC(=O)NC2=O)ccc1OC(C)C | 0.0 | 0 | 1.9 | -9 | -2 | -3 | 1.1 | 1.2 | -0.2 | -17
C=CCN1C(=Nc2ccccc2)SC/C1=C\C(=O)OC | -0.3 | nt | -0.4 | -8 | -3 | -2 | 1 | 1 | -1.4 | nt
CCOc1ccc(NC(=O)CCS(=O)(=O)c2cccc3nsnc23)cc1 | -0.2 | 1 | 4.3 | -4 | -12 | 18 | 1.3 | 1.1 | -1.7 | nt
O=C(COC(=O)/C=C/c1ccc(Cl)cc1Cl)NCc1ccco1 | -0.1 | -3 | 2.7 | -5 | -8 | -4 | 1.1 | 1.1 | -1.9 | 13
CCOC(=O)CCCCCN(Cc1ccccc1)S(=O)(=O)c1ccc([N+](=O)[O-])cc1 | -0.4 | -2 | 7.8 | 4 | -2 | 97* | 1.1 | 1 | -0.3 | -1
Cc1cc(N2CCCCC2)n2ncc(-c3ccccc3)c2n1 | 0.1 | 0 | -0.8 | -6 | -9 | 7 | 1 | 0.9 | -2.3 | 22
CC(=O)c1c(C)[nH]c(C(=O)CSc2nnc3ccccn23)c1C | -0.2 | -3 | 1.1 | -1 | -4 | -7 | 1.1 | 1 | 0.1 | 7
O=c1[nH]cnc2ccccc12 | -0.5 | -10 | 0.3 | 4 | -1 | -5 | 1.1 | 1 | -0.1 | 1
COc1ccccc1OCC(=O)Nc1cccc(-c2nc3ccccc3o2)c1 | 0.4 | -4 | 7.3 | 0 | -4 | -6 | 0.9 | 0.9 | 0.8 | 16
Cc1ccc(NC(=O)c2cc(S(=O)(=O)N3CCCCC3)cs2)cc1 | 0.0 | -4 | 0.9 | 2 | -9 | 5 | 0.9 | 0.9 | 2.6 | nt
O=C(NCc1nnc(SCC(=O)N2CCCC2)o1)c1ccco1 | -0.1 | -1 | -0.7 | -7 | 4 | 3 | 1 | 1.1 | 4.8 | 2
O=C(COC(=O)c1ccc(S(=O)(=O)NCc2ccco2)cc1)c1ccccc1 | -0.4 | -4 | 2.7 | 2 | 0 | -5 | 0.9 | 0.9 | -0.6 | -7
CCN(CC)S(=O)(=O)c1ccc(N2CCCC2)c(NS(=O)(=O)c2ccc([N+](=O)[O-])cc2)c1 | -0.5 | -5 | 2.7 | 4 | -8 | 0 | 1.1 | 0.9 | 0.4 | -3
O=C(CN1C(=O)c2cccc([N+](=O)[O-])c2C1=O)N1CCN(c2ccc(F)cc2)CC1 | 0.0 | 1 | 1.6 | 1 | 1 | -1 | 1 | 1.1 | -0.1 | -6
COP(=O)(CN(Cc1ccccc1)C(=S)Nc1c(C)cccc1C)OC | 0.4 | 1 | 2.0 | -6 | -7 | -2 | 1.1 | 1.1 | -0.5 | -5
COC(=O)C(C(=O)OC)C(C(C)C)C(C(=O)OC)C(=O)OC | 0.2 | 4 | 0.2 | -4 | -14 | -4 | 1.1 | 1.1 | 0.4 | nt
COCCNC(=O)C(=O)NCC1OCCCN1S(=O)(=O)c1cccs1 (stereo unspecified) | 0.0 | -3 | 1.2 | -5 | -10 | -2 | 1 | 1 | -0.1 | 9
CCOC(=O)c1ccc2c(c1)nc(SC/C(O)=C(\C#N)c1nc3ccccc3[nH]1)n2CC | -0.4 | -2 | 3.0 | -8 | -9 | -3 | 1 | 1.1 | -1.2 | nt
COc1ccc(NC(=O)CSc2ncnc3c2sc2ccccc23)c(OC)c1 | -0.3 | -12 | 3.4 | 0 | 0 | -6 | 0.9 | 0.8 | 0.8 | -5
Cc1ccc(NC(=O)c2cccs2)cc1NC(=O)c1ccco1 | -0.2 | 1 | 2.9 | -5 | -4 | 2 | 1 | 0.9 | -0.4 | -8
Cn1nnnc1SCC1=C(C(=O)O)N2C(=O)C(NC(=O)C3CC3c3ccccc3)C2SC1 (stereo unspecified) | 0.0 | -2 | 0.9 | 0 | 3 | 12 | 1 | 1 | -1.1 | 0
O=C(COC(=O)c1c(Cl)cccc1Cl)Nc1cc(Cl)ccc1Oc1ccccc1 | -0.4 | 1 | 6.6 | -3 | -15 | 2 | 1 | 0.9 | 1.1 | -12
NC(=O)c1ccc(Cc2ncc(C(F)(F)F)cc2Cl)s1 | -0.3 | 2 | -0.3 | 0 | -11 | 2 | 0.9 | 0.9 | 1.6 | nt
CC1=NN(c2ccc(Cl)c(C(=O)O)c2)C(=O)/C1=C\c1ccc(-c2ccc(C(=O)O)cc2)o1 | -0.3 | -6 | 2.6 | 2 | -1 | -4 | 1 | 1.4 | -1.4 | -7
O=C1c2ccccc2-c2cccc(C(=O)N3CCN(C(=O)c4ccccc4)CC3)c21 | 0.3 | -2 | 0.0 | -1 | -107 | 8 | 1 | 1 | 0.3 | -22
CCCCN(CC)CCCNC(=O)c1cc2c(=O)n(C)c3ccccc3c2n1C | -0.3 | 1 | -0.3 | -1 | -8 | 80* | 1 | 1 | -0.3 | -10
COc1ccc2c(c1)SCCC2=O | -0.2 | 0 | 3.0 | -6 | -8 | -8 | 1 | 0.9 | -1.5 | nt
Cc1cc(C)cc(C(=O)NC(=S)Nc2ccc3[nH]c(=O)[nH]c3c2)c1 | -0.3 | -9 | 2.9 | 1 | -3 | -4 | 1 | 1.1 | 0.1 | -10
O=C(CCC(=O)OCC(F)(F)C(F)F)Nc1ccc(F)cc1F | -0.3 | -3 | -0.5 | 2 | -5 | -7 | 1 | 1 | -0.6 | -3
CC(C)(C)OC(=O)N1CCC(c2c(C(=O)O)cnn2-c2ccccc2)CC1 | 0.0 | -2 | 2.3 | -1 | -9 | 0 | 0.8 | 0.8 | -2.0 | -21
CC(c1ccccc1)n1c(S(=O)(=O)O)nc2ccccc21 (stereo unspecified) | -0.3 | -1 | 3.2 | -3 | -5 | -6 | 1 | 1.1 | -1.3 | -4
COc1ccc(OC)c(NC(=O)C2CC(=O)N(c3ccccc3)C2)c1 (stereo unspecified) | 0.0 | -10 | 1.6 | -2 | 11 | -8 | 0.9 | 1 | -3.5 | -6
O=[N+]([O-])c1ccc(NCc2ccccc2)nc1 | 0.0 | -4 | -0.4 | 3 | -12 | -8 | 0.9 | 0.8 | -0.7 | 10
COc1cc(C(=O)NCCc2ccc(F)cc2)c([N+](=O)[O-])cc1OC | -0.3 | -1 | 1.2 | -4 | -21 | -4 | 1 | 1 | -0.3 | -5
Cn1c(Oc2ccccc2NCc2cccc(Br)c2)cc(=O)n(C)c1=O | -0.2 | -2 | 2.7 | -3 | -9 | 1 | 0.9 | 0.9 | 1.8 | nt
Cc1nn(C)c(C)c1CS(=O)(=O)c1ccccc1 | -0.2 | 0 | 2.4 | -2 | -3 | -2 | 1 | 1.1 | -1.0 | 0
CCCCn1nnc(NC(=O)c2sc3cc(Cl)ccc3c2Cl)n1 | -0.4 | -1 | 3.6 | 7 | 0 | 9 | 0.9 | 0.9 | -0.1 | -34
CCCCNC(=O)COC(=O)c1ccc(Cl)c(S(N)(=O)=O)c1 | -0.2 | 3 | 0.5 | 8 | 3 | 3 | 1.1 | 1.1 | 0.1 | nt
COC(=O)C1CCN(c2cc(=O)n(Cc3ccc(F)cc3)c(=O)[nH]2)CC1 | -0.3 | -1 | -0.4 | 0 | -6 | -2 | 0.8 | 1 | 0.5 | 2
COc1cc2c(C(=O)N3CCN(c4cccc(Cl)c4)CC3)cn(CC(C)C)c(=O)c2cc1OC | -0.3 | 3 | 1.2 | -4 | -3 | 58* | 0.9 | 0.9 | 0.3 | nt

The order is random; any-hit rate near 12%.
